# TexasRed fluor: counter-screen for TRb-SRC2 inhibitors: fluorescence interference; TRb/SRC2 Texas Red total fluorescence interference; Potency, µM (highest dose often 106 µM), without a hit: at the highest dose fluorescence change, negative = quenching; hit rate 0.29% among 280,000; active means well fitted curve in either direction with a large enough effect; inconclusive means small, poorly fitted or top-dose-only effect; further: on the % scale 0 is the no-effect control and ±100 the full control effect
#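 Human TRb ligand-binding domain at 0.6 uM with 20 nM Texas Red SRC2 peptide in Tris buffer containing 1 uM T3 and 5% DMSO, incubated with compound 5 h at ambient temperature. Total fluorescence (555/632 nm) calculated as parallel + 2 × perpendicular.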
# Lamin A splicing: LMNA splicing modulation | HeLa LMNA splicing GFP/RFP minigene ratio, 48 h | Potency, µM (doses to about 46.1 µM), for inactives: at the top dose ratio change, negative = inhibition, usual class: inhibitors | hit rate 0.01% among 200,000 | AID 1487; active means well fitted inhibition curve with a large enough effect in the signal ratio, with a control signal flat, not every such curve was filed as active; inconclusive means small, poorly fitted or top-dose-only effect, or effect the other way, or a change in a side signal; the % refers to the signal ratio; further: on the % scale 0 is the no-effect control and ±100 the full control effect
#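 S3 HeLa stable clones carrying a lamin A-EGFP splicing minigene plus DsRed2 were seeded at 600 cells/well in Opti-MEM with 2% FBS, pin-dosed and incubated 48 h at 37°C. Acumen cytometry (488 nm) gave the GFP/RFP total-intensity ratio.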
# RGS12 GoLoco inh: inhibitors of human Gai1-RGS12 GoLoco interaction (red fluorophore); P63096; Gai1:RGS12 GoLoco peptide FP, rhodamine, 10 min; Potency, µM (titrated, usually from 61.6 µM), for inactives: at the top dose activity, negative = inhibition, actives largely listed as inhibitors; hit rate 0.44% among 230,000; AID 880; active means well fitted inhibition curve with a large enough effect, not every such curve was filed as active; inactive means no such curve, though single readings can be large or run the other way; further: on the % scale 0 is the no-effect control and ±100 the full control effect; nearly all actives have a fitted effect of over 30% in size; many of its hits are not listed in these tables
# TRb-SRC2 inh: inhibitors of human thyroid hormone receptor beta-SRC2 interaction. P10828. TRbeta-SRC2 peptide binding, fluorescence polarization; receptor liganded with 1 µM T3. Potency, µM (series often up to 106 µM), for the others: at the highest dose activity change, negative = inhibition, actives largely listed as inhibitors. hit rate 0.065% among 280,000. AID 1469;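 further: plate controls were bound peptide for no effect and peptide without receptor for full effect; nearly all actives have a fitted effect of over 50% in size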
# Target sequence (P10828 whole entry, looked up): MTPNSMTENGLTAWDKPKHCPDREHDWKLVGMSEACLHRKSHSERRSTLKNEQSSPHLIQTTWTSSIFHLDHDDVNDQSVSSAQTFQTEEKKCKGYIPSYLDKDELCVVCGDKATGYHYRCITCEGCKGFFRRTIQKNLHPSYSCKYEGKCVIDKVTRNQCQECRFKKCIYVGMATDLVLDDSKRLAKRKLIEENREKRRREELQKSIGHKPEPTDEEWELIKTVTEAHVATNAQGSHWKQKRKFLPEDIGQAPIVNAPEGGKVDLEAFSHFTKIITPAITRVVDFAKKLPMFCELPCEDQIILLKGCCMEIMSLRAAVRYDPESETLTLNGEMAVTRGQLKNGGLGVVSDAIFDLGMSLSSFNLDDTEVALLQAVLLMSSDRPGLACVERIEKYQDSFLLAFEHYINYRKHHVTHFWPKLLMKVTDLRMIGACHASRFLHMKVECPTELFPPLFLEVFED
#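 Human TRb LBD (0.6 uM) plus Texas Red-labeled SRC2 peptide (20 nM), 1uM T3, 5% DMSO, 5 hr at ambient temperature. Decreased polarization (555/632 nm) flags inhibition; data normalized to free and bound peptide controls.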
# JMJD2E inh: JMJD2E (human) inhibition. B2RXH2. JMJD2E catalytic domain, FDH-coupled NADH fluorescence (FDH is formaldehyde dehydrogenase). Potency, µM (top dose mostly 57.1 µM), inactives show at the top dose activity change, negative = inhibition, most hits filed as inhibitors. hit rate 1.6% among 230,000. AID 2147; active means well fitted inhibition curve with a large enough effect, not every such curve was filed as active; inconclusive means small, poorly fitted or top-dose-only effect, or another doubt; inactive means no such curve, though single readings can be large or run the other way;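 further: 0% = wells with enzyme and -100% = buffer wells without enzyme; nearly all actives have a fitted effect of over 50% in size; many of its hits are not listed in these tables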
# RECQ1 helicase: RECQ1 (human) helicase inhibition; hit rate 0.54% among 240,000; RECQ1 DNA unwinding, red fluorescence kinetic read; Potency, µM (highest dose often 57.3 µM), for inactives: at the highest dose activity, negative = inhibition, actives largely listed as inhibitors; P46063; AID 2549;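 further: plate controls were vehicle for no effect and no enzyme for full effect; nearly all actives have a fitted effect of over 30% in size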
# Target sequence (P46063 whole entry, looked up): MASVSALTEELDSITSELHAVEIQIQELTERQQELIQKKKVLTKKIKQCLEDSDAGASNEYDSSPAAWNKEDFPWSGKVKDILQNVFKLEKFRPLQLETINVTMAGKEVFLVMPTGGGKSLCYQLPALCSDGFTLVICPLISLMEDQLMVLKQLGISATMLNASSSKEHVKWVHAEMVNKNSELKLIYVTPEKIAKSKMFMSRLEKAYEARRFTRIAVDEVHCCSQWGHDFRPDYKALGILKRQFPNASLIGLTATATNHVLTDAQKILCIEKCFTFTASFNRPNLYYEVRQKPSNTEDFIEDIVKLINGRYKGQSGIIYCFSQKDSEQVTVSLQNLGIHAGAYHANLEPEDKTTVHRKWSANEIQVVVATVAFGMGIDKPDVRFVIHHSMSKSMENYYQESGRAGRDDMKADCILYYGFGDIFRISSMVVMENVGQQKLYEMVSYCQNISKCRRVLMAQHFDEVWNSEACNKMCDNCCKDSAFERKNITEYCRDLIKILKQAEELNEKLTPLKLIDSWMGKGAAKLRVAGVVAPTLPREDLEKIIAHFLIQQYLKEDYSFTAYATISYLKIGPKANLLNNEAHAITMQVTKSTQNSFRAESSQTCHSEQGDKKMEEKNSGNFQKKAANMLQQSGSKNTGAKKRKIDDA
#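 RECQ1T1 50 nM; forked duplex (20 bp + 30-nt ss tails) 200 nM, ATP 2 mM final; pH 8.0, 2 mM MgCl2, 2.5 ug/ml poly(dI-dC); 15 min compound preincubation; discontinuous kinetic read over 2 h at RT.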
# SMN2 splice enh: enhancers of SMN2 splice variant expression | AID 1458 | HEK293 SMN2-luciferase splicing reporter, luminescence, 30-36 h | hit rate 2.8% among 210,000 | Potency, µM (doses to about 46.1 µM), without a hit: top-dose activity change, positive = activation, actives largely listed as activators; further: % of control where 0% means no effect; nearly all actives have a fitted effect of over 55% in size
#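 qHTS luciferase splicing reporter: luminescence rises when SMN2 exon 7 is included in transfected HEK293 cells. Compound exposure lasted 30-36 h at 37C, with 4.5 mM final sodium butyrate as control, followed by a ONE-Glo read.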
# ALDH1A1 block: blocks purified human ALDH1A1 activity | Purified ALDH1A1, NADH fluorescence, propionaldehyde substrate | hit rate 7.3% among 220,000 | Potency, µM (top dose mostly 75.3 µM), without a hit: at the top dose activity, negative = inhibition, actives largely listed as inhibitors | AID 1030; active means well fitted inhibition curve with a large enough effect, not every such curve was filed as active; inconclusive means small, poorly fitted or top-dose-only effect, or another doubt; inactive means no such curve, though single readings can be large or run the other way;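 further: plate controls were no enzyme wells and a reference inhibitor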
# * hit, by the source's call; i = inactive; ? = inconclusive; . = no result given; & = joins results of further samples; [ ] = remark or other dose. Unless noted, the call rests on the fitted dose curve; in most records, active means well fitted curve in the direction sought with a large enough effect; inconclusive means small, poorly fitted or top-dose-only effect, or another doubt; inactive means no such curve, though single readings can be large; an effect the other way counts as inactive or inconclusive. Potency means the concentration at half of the fitted maximal effect.
nr	Molecule	TexasRed fluor	Lamin A splicing	RGS12 GoLoco inh	TRb-SRC2 inh	JMJD2E inh	RECQ1 helicase	SMN2 splice enh	ALDH1A1 block
1	CCOC(=O)CCCCC(=O)c1[nH]c(=O)[nH]c1Cn1cnc2ccccc21	-5%	-1%	5%	-1%	3%	-6%	26%	-11%
2	O=C(O)CC/C(=N\NC(=O)CNC(=O)c1ccc(F)cc1)c1ccccc1	0%	-1%[46 µM]	2%	1%	36%[activator]	-5%	.	11%
3	Cc1ccc(C(=O)COC(=O)CN2C(=O)C3C4CCC(C4)C3C2=O)cc1[N+](=O)[O-] (stereo not given)	-4%	-12%	.	-1%	-10%	-2%	.	20µM*
4	CCOc1ccc(Nc2nc(N)nc(CSC(=S)N3CCN(c4ccccc4)CC3)n2)cc1	-6%	.	3%	-1%	1%	-12%	.	.
5	Cc1nc(SC2CC(=O)N(c3ccccc3)C2=O)nc2c1CCCC2 (stereo not given)	-3%	10%	5%	-3%	11%	-10%	11%	-12%
6	Cc1nn(CCCC(=O)N2CCc3ccccc3C2)c(=O)c2cc3sccc3n12	-2%	-5%	-13%	-7%	-5%	-8%	-10%	0%
7	COC(=O)CNC(=S)NC(=O)c1ccc(C(C)(C)C)cc1	-2%	?	19%	-8%	-5%	i	2%	?
8	O=C(c1cccc2ccccc12)N1CCC(N2CCN(c3ccccc3)CC2)CC1	-1%	?	6%	6%	?	5%	-14%	?
9	Cc1ccc(OCc2nnc(SCC(=O)c3cccc([N+](=O)[O-])c3)n2C)cc1	2%	-11%	10%	-17%	-2%	i	-3%	?
10	CCOc1ccc2oc(C(=O)Nc3ccc(N4CCOCC4)cc3)c(C)c2c1	-2%	7%	17%	0%	-3%	0%	-30%	4%
11	CCc1nnc(NC(=O)CSc2nc(-c3ccc(OC)cc3)ns2)s1	-5%	-10%	1%	-9%	1%	0%	?	-1%
12	CS(=O)(=O)n1nc(OC(=O)c2cccc3ccccc23)cc1N	2%	14%	1%	5%	-2%	i	5%	1%
13	C/C(=N/NC(=O)c1cc2ccccc2cc1O)C1C(=O)c2ccccc2C1=O	40µM*[quencher]	-3%	12%	20%	?	?	?	-6%
14	Cn1c(SC2=CS(=O)(=O)c3ccccc32)nc2ccccc21	1%	?	4%	-9%	1%	-5%	-88%[inhibitor]	2%
15	CC(C)(C)N1C(=O)c2ccccc2NC(=O)N1Cc1ccccc1	-2%	-2%	6%	5%	-11%	-7%	8%	4%
16	O=C(CCN1CCOCC1)Nc1c(-c2ccccc2)c2cc(Br)ccc2[nH]c1=O	-7%	-11%	5%	1%	-5%	6%	-1%	?
17	O=C(c1ccc(COc2ccccc2Cl)o1)N1CCN(c2ccccc2)CC1	-8%	-19%	5%	3%	-1%	-17%	-32%[inhibitor]	?
18	CCN(CC)S(=O)(=O)c1ccc(N2CCN(c3cccc(OC)c3)CC2)c([N+](=O)[O-])c1	-2%[53 µM]	?	5%	3%[53 µM]	2%	-8%	-56%[inhibitor]	-3%
19	COc1cc(C2Nc3ccccc3C(=O)N2c2ccccc2)c(Br)cc1OCC(=O)O (stereo not given)	-1%	4%	4%	0%	?	14%	39%	?
20	Cc1ccc(-n2c(SCC(=O)Nc3ccc4c5c(cccc35)CC4)nc(O)c(C)c2=O)cc1	0%	?	11%	-9%	?	-12%	-4%	-2%
21	Cc1ccc(NC(=O)CN2C(=O)C3C4C=CC(C4)C3C2=O)cc1S(=O)(=O)N(C)C (stereo not given)	0%	-14%	-11%	6%	3%	-4%	25%[1.84 µM]	-2%
22	O=C(Nc1nnc(C2CC2)o1)c1ccc(S(=O)(=O)N2CCc3ccccc3C2)cc1	-1%	-17%[9.22 µM]	-4%	-2%	?	-6%	-58%[inhibitor]	-1%
23	O=C(CCCC(=O)OCC(=O)c1ccc(F)cc1)Nc1cc(C(F)(F)F)ccc1Cl	3%	-1%	-8%	-17%	2%	14%	20%	12%
24	c1ccc2cc3[nH]c(CN4CCCCC4)nc3cc2c1	-1%	-8%	2%	7%	?	-6%	-30%	?
25	COc1ccc(CCNc2oc(-c3ccccc3OC)nc2C#N)cc1	-3%	-10%	-13%	5%	?	-3%	6%	?
26	NC(=S)Nc1ncc(CCN2CCOCC2)c(-c2ccc(F)cc2)n1	-1%	.	12%	4%	6%	-4%	.	5%
27	Cc1oc2c(c1C(=O)NCCCC(=O)O)CCCC2	0%	8%	-7%	1%	2%	-3%	-1%	-28%
28	CCOC(=O)c1cccc(NC(=O)/C=C/c2ccc3c(c2)OCO3)c1	-3%	?	9%	-2%	?	-6%	?	?
29	CS(=O)(=O)Nc1cccc(-c2ccc3ncnc(Nc4ccccc4)c3c2)c1	.	?	10%	.	.	-5%	.	-4%
30	CC(C)OC(=O)CCC(=O)Nc1ccc(F)cc1	-1%	.	3%	-2%	-2%	-3%	-21%	-1%

# (listing goes on)
nr	Molecule	TexasRed fluor	Lamin A splicing	RGS12 GoLoco inh	TRb-SRC2 inh	JMJD2E inh	RECQ1 helicase	SMN2 splice enh	ALDH1A1 block
31	O=C(Nc1nccs1)C1CCCN(S(=O)(=O)c2cccc3cccnc23)C1 (stereo not given)	-7%	-20%	9%	-7%	-2%	-8%	-6%	?
32	CC(NC(=O)CCl)c1ccccc1Br (stereo not given)	1%	.	-4%	1%	-4%	i	.	.
33	COCCNC(=O)NC(=O)CN1CCCc2ccccc21	-4%	.	5%	-5%	-9%	i	-8%	3%
34	CCOC(=O)N1CCN(c2c(N3CCN(c4cc(C)ccc4C)CC3)c(=O)c2=O)CC1	-2%	2%	4%	-4%	2%	-10%	17%	3%
35	CN1CCCN(c2ccc([N+](=O)[O-])cc2)CC1	-3%	?	16%	0%	-86%	-6%	.	-4%
36	CC1(OC(=O)CCc2ccccc2)C(=O)C=C2C=C(c3ccsc3)OC=C2C1=O (stereo not given)	0%&4%	.	40%&130%[activator]	8%&6%	0%&-13%	?	1%	-1%
37	O=C(c1ccc(F)cc1F)N1CCN(c2n[nH]c(=O)[nH]c2=O)CC1	0%	-1%[46 µM]	-8%	3%	-1%	-4%	-12%	4%
38	COc1cc(Br)c(CCNC(=O)c2ccco2)cc1OC	-4%	?	9%	1%	0%	?	0%	6%
39	COc1cc(-c2nnc(-c3ccc(N4CCOCC4)cc3)o2)cc(OC)c1OC	2%	-2%	5%	-3%	?	-1%	-20%	?
40	OCCN1CCN(CC#CCn2c3ccccc3c3ccccc32)CC1	1%	14%	5%	-5%	-5%	i	0%	?
41	Cc1cc(C)c2oc(C(=O)N(Cc3ccccc3)C3CCS(=O)(=O)C3)cc(=O)c2c1 (stereo not given)	-4%	.	3%	-7%	-20%	i	.	.
42	CCOC(=O)c1sc2cccc(F)c2c1N	0%	-3%	2%	-4%	?	-14%	11%	?
43	COc1ccc(NC(=O)CCNS(=O)(=O)c2ccc3c(c2)c(=O)n(C)c(=O)n3C)cc1OC	0%	-23%[46 µM]	6%	-9%	4%	i	15%	4%
44	C=C(C)CN(CC)CCC(=O)Nc1ccc(OC)cc1OC	-1%	8%	28%	3%	-23%	-1%	-9%	-17%
45	C/C(=N\O)c1ccc(Cl)c(Cl)c1	-1%	.	4%	3%	7%	-3%	.	.
46	CCN(C1CCCCC1)S(=O)(=O)c1ccc(S(=O)(=O)NCc2ccncc2)cc1	-6%	0%	1%	3%	-4%	-6%	-60%[inhibitor]	-1%
47	Cc1c(C(=O)NCc2ccc(S(N)(=O)=O)cc2)oc2ccc(Cl)cc12	-3%	-7%[46 µM]	10%	-4%	-4%	i	?	-4%
48	C#Cc1ccc([C@@H]2C=C(C(=O)NCc3nc4ccccc4[nH]3)O[C@H](OCC)[C@H]2CCCO)cc1	-2%	.	7%	3%	2%	i	.	.
49	COc1ccc(CCNC(=O)C2Cc3ccccc3C(=O)O2)cc1 (stereo not given)	-2%	-13%[46 µM]	5%	-2%	2%	-8%	-3%	-12%
50	COC(=O)c1c(NC(=O)c2c(-c3ccccc3Cl)noc2C)sc2c1CCC2	-1%	-4%	18%	-2%	?	i	-19%	?
51	CC(=O)N(CCC(Cc1ccccc1)c1ccc2c(c1)OCO2)Cc1ccc(Cl)cc1 (stereo not given)	0%	?	6%	-2%	?	-11%	-35%	?
52	COc1ccc2nnc(-c3ccccc3)n2n1	3%	-3%	10%	-2%	?	i	-7%	-13%
53	CC12COC3(C(=O)NCCc4ccccc4)CC1CCC32C (stereo not given)	2%	-10%	2%	-3%	1%	i	19%	-7%
54	Cc1ccc(NC(=S)N2CCN(C(=O)C3CCCO3)CC2)c(C)c1 (stereo not given)	-5%	1%	7%	-4%	-12%	13%	-12%	-1%
55	CC(=O)N/C(=N\OCc1ccc(Br)cc1)c1nonc1NC(C)=O	0%	-8%	-4%	-4%	8%	-7%	1%[1.84 µM]	7%
56	C/C(=N\NC(=O)c1ccc(Br)cc1)c1cccc(NC(=O)c2cccnc2)c1	-1%	-7%[9.22 µM]	-5%	-2%	12%	i	?	0%
57	O=C1CCC([N+](=O)[O-])C(c2ccccc2Cl)N1 (stereo not given)	-3%	7%	4%	5%	6%	-2%	-7%	-1%
58	O=C(COC(=O)Cc1cccs1)Nc1ccccc1	0%	-3%	5%	6%	-8%	-7%	2%	-1%
59	Cc1cc(NC(=O)c2ccccc2Cl)no1	0%	3%	2%	3%	12%	-3%	?	7%
60	O=C(COC(=O)Cn1cnc2ccccc2c1=O)Nc1ccc2c(c1)OCO2	-5%	.	18%	-6%	-11%	-5%	12%	-36%
61	CCC1(c2ccc(F)cc2)NC(=O)N(CC(=O)N2CCOCC2)C1=O (stereo not given)	1%	5%	.	5%	1%	i	.	11%
62	O=C(N/N=C/c1cc(Cl)ccc1O)c1ccncc1	-3%	.	9%	5%	13µM*	-10%	.	.

# These rows are one share of the data; count on the stated rates, not on these rows.
